# Screening data (PubChem BioAssay)
# FXIa inh: human FXIa protease inhibitors, primary screen, biochemical, 1536-well | Coagulation factor XI (Homo sapiens), P03951 | purified FXIa, Boc-Glu-Ala-Arg-AMC fluorogenic substrate | inhibition, % at 5 µM | hit rate 0.14% among 220,000 | AID 798, 2007;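 active = inhibition of at least 40%; inactive = inhibition below 40%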;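 also: fluorescence of freed AMC excited at 355 nm; 0% = enzyme without compound and 100% = no enzyme blank; many of its hits are not listed in these tables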
# Target sequence (P03951 19-387 limits assumed): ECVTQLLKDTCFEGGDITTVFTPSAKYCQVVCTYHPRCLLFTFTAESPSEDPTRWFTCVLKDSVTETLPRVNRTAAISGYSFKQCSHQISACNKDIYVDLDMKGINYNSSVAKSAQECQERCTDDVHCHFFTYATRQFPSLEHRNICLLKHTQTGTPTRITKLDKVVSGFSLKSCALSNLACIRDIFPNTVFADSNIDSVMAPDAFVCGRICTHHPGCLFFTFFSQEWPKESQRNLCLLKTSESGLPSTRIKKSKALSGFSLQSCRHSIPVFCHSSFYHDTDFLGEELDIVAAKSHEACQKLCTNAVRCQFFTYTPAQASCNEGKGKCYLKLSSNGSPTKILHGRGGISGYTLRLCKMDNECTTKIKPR
# Target sequence (P03951 388-625 limits assumed): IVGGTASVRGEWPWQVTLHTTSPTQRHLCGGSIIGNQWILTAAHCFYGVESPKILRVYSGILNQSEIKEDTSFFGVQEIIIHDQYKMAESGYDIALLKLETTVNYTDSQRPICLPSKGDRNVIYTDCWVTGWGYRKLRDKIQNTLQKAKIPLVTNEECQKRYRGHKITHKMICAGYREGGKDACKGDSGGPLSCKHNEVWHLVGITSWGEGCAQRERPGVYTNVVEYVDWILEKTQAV
# L929 necroptosis: inhibitors of zVAD-triggered necroptosis, primary screen, L929 cells; L929 zVAD necroptosis rescue, ATP luminescence, 24 h; with zVAD 60 µM; viability rescue, % at 10 µM; hit rate 0.38% among 220,000;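 active = activation, scaled between plate controls, above about 75%, limit read from the data; inactive = activation under that limit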;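 also: 0% = zVAD with DMSO and 100% = DMSO alone without zVAD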
# TNF death inh: inhibitors of TNF-alpha triggered necroptosis, primary screen, cell-based, Jurkat FADD-/-, single concentration; Jurkat FADD-/- TNF necroptosis rescue, ATP luminescence, 24 h; 0 = TNF only, 100 = no-TNF cells; activation (protection from cell death), % at 10 µM; hit rate 0.068% among 220,000; AID 463075, 2010;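 active = activation, meaning protection from cell death, of at least 50% relative to plate controls; inactive = activation below 50%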;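 also: necroptosis triggered by 40 ng/mL TNF-alpha added together with compound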
# Tb hexokinase: Trypanosoma brucei hexokinase 1 inhibitors, primary screen, biochemical, G6PDH-coupled NADH absorbance, MLSCN library; hexokinase 1 [Trypanosoma brucei]; recombinant TbHK1, G6PDH-coupled NADH A340; inhibition, % at 10 µM; hit rate 0.11% among 220,000;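 active = inhibition of 50% or more in the single-dose primary screen; inactive = inhibition below 50%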
# FXIIa inh 1536: human FXIIa protease inhibitors, primary screen, biochemical, 1536-well; Coagulation factor XII (Homo sapiens), P00748; inhibition, % at 5 µM; hit rate 0.3% among 220,000; purified FXIIa, Boc-QGR-AMC fluorogenic substrate, 2 h; in the data active = inhibition above about 40%;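 also: 0% = enzyme with no compound and 100% = blank without enzyme; many of its hits are not listed in these tables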
# EP2 antag: human EP2 receptor antagonists, primary screen, TR-FRET cAMP, C6 glioma cells; Prostaglandin E2 receptor EP2 subtype (Homo sapiens), P43116; C6 glioma cells expressing human EP2; cells stimulated with saturating PGE2; inhibition, % at 25 µM; hit rate 0.52% among 260,000; AID 1422, 2008;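 active = percent inhibition above 40 after rounding to a whole number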;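 also: rat C6 glioma host cells with rolipram phosphodiesterase inhibitor present; the protocol text gives 20 µM as final concentration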
# Target sequence (P43116 whole entry, looked up): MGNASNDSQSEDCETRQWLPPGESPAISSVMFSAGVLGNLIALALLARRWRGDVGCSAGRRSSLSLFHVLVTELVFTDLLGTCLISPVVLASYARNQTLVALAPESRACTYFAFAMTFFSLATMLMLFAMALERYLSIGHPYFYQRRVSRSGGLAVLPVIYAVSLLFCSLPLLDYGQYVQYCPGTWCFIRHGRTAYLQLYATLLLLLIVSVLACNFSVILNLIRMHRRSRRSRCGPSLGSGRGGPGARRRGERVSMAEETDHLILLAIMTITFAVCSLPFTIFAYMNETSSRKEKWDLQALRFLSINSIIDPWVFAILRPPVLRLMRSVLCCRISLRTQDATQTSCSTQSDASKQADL
# PPC-1+TRAIL kill: compounds killing PPC-1 cancer cells with TRAIL present, primary screen, TRAIL potentiator project, ATPLite luminescence, uHTS; PPC-1 cells + TRAIL, ATPLite viability luminescence; cell killing (% activity), % at 4 µM; hit rate 0.41% among 220,000; AID 1443, 2008;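 active = cell killing above 50% in the first pass at 4 µM, then a duplicate retest at 5 µM averaging 50% or more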;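 also: plate controls were cells with TRAIL plus DMSO for no effect and medium-only wells lacking cells for full effect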
# CHOP inhibitor: inhibitors of CHOP promoter induction, primary screen, cell-based, unfolded protein response, luciferase reporter. hit rate 3.8% among 220,000. inhibition, % at 10 µM. CHO-K1 CHOP-promoter luciferase, tunicamycin-induced, 15-18 h;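 active = compounds that reduced the stress-induced luciferase reporter signal by more than about 70% of percent inhibition, limit read from the data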;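 also: 0% = tunicamycin plus vehicle and 100% = wells without tunicamycin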
# Wee1 stabilizer: Wee1 degradation inhibitors, primary screen, cell-based, HeLa, Wee1K328M-luciferase, luminescence; hit rate 1.2% among 220,000; reporter increase, % at 5 µM; Wee1-like protein kinase (Homo sapiens), P30291; AID 1321, 2008; HeLa Luc-Wee1K328M stability; 100% = proteasome inhibitor MG132 effect;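 active = activation above the mean of all tested compounds plus 3 SD, set per screening run, cut at about 8.8% in these data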;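 also: cells exposed to compound for 20 h before luminescence read; 0% = DMSO alone and 100% = MG132 at 30 µM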
# Numbers without * were called inactive; · = not tested or not shown; & = joins results of further samples; [ ] = remark or other dose. Some of the compounds tested; rates above refer to the full screens.
SMILES,FXIa inh,L929 necroptosis,TNF death inh,Tb hexokinase,FXIIa inh 1536,EP2 antag,PPC-1+TRAIL kill,CHOP inhibitor,Wee1 stabilizer
C=CCn1c(SCc2cc(=O)n3ccsc3n2)nc2cc(Cl)ccc2c1=O,-7,-0.6,1.5,6,3,3,2,0,2
Cc1ccc(Oc2nc(CN3CCOCC3)nc3sc4c(c23)CCC(C)C4)cc1 (stereo not given),0,0.5,2.6,-7,12,6,31,55,-2
COc1ccc(NC(=O)CCCN2C(=O)CCC2=O)cc1Cl,3,2.5,2.1,5,13,8,26,1,0
c1ccc(-c2nnc(-c3ccco3)o2)cc1,2,0.2,-3.3,3,21,12,18,11,3
O=[N+]([O-])c1cc(-c2ccc(/C=N/c3nc4ccccn4c3-c3ccco3)o2)ccc1Cl,-1,-1.4,-5.9,-38,-7,6,25,91*,4
COC(=O)CC1C(=O)NCCN1C(=S)NC(=O)CCc1ccccc1 (stereo not given),-5,0.3,0.6,-2,-2,2,12,-2,0
O=C1c2cccc3c([N+](=O)[O-])ccc(c23)C(=O)N1CCc1ccccn1,-1,13,-24,-15,4,10,24[5 µM],-51,0
CN(C)CCCNC(=O)c1ccc(CN(c2ccccc2)S(C)(=O)=O)cc1,11,2.1,1.6,-5,16,4,43,16,4
Cn1c(=O)c2cc3ccccc3nc2n(C)c1=O,-8,0.9,3.6,-10,2,4,-10,14,0
CCOC(=O)c1sc(NC(=O)CSc2nnnn2-c2ccc(C)cc2)c(C(=O)OCC)c1C,14,8.4,1.9,-11,23,7,-12,1,-2
CC(C)(C)NC(=O)[C@H]1CC[C@H]2[C@@H]3CC[C@H]4NC(=O)C=C[C@]4(C)[C@H]3CC[C@]12C,·,·,·,·,·,14,10,2,-3
COc1ccc(OC)c(NC(=O)Nc2nnc(N3CCCCC3C)s2)c1 (stereo not given),4,2.5,2.0,-15,7,7,18,42,-1
Cc1cc(C)n2nc(-c3cnn(C)c3C(F)(F)F)cc2n1,1,0.4,-3.1,-3,0,11,12,11,-2
O=C(Cc1n[nH]c(=O)c2ccccc12)NC(c1ccccc1)c1ccccc1,4,-0.3,0.1,-7,11,5,9,-6,0
Cc1ccc(S(=O)(=O)N2CCCCC2C(=O)O)s1 (stereo not given),-9,1.2,0.5,2,0,4,-2,-9,2
O=C1CC(NCc2ccccc2)C(=O)N1c1ccc(F)cc1 (stereo not given),-1,3.3,0.0,-1,·,4,1,3,0
Cc1ccc(CN2CCN(C(=O)c3ccncc3)CC2)cc1,-5,0.7,0.6,-3,-1,6,14,-3,0
COc1ccc(Cn2cnc3c([N+](=O)[O-])c(C)c(C)cc32)cc1,-5,0.3,-3.9,1,7,6,0,1,-2
O=C(NC1CC1)C1CCC(=O)N1C1CCCC1 (stereo not given),-12,-0.6,-0.8,6,12,2,-6,-5,-1
CCOCCn1c(SCc2ccccc2)nc2c1c(=O)[nH]c(=O)n2C,3,-1.1,-3.2,-10,10,14,-9,16,·
O=C(/C=C/c1ccc2c(c1)OCO2)Nc1ccc(Cl)cn1,6,32,16,-8,14,6,19,69,1
CC(=O)Cc1nsc(NC(=O)c2oc(-c3ccccc3Cl)cc2C)n1,2,2.0,1.1,-32,7,9&6,2,35,1
CN(c1ccccc1)S(=O)(=O)c1cccc(C(=O)Nc2ncn[nH]2)c1,0,0.2,-0.1,-7,8,12,13,12,8
CC1C(c2ccccc2)=[N+]([O-])C2(CCCC2)N1O (stereo not given),-5,-0.2,-2.2,2,0,2,8,14,0
COc1cc(OC)cc(C(=O)NNC(=S)NCc2ccco2)c1,2,4.4,-0.2,-9,15,6,0,-3,-2
SMILES,FXIa inh,L929 necroptosis,TNF death inh,Tb hexokinase,FXIIa inh 1536,EP2 antag,PPC-1+TRAIL kill,CHOP inhibitor,Wee1 stabilizer
Cc1cc(C)c(C#N)c(Oc2ccc(F)cc2)n1,0,-0.2,-0.7,1,11,3,4,23,-4
CCCCCC(=O)NN=C1CCN(Cc2ccccc2)CC1,21,0.0,1.8,4,29,8,25,-18,-1
Cc1cccc(C2=NN(c3ccc(Br)cc3)[C@@H](C(=O)N3CCOC3=O)[C@@H]2c2ccc(F)cc2)c1,-5,0.8,1.6,-17,2,4,11,-1,5
O=C(Cc1cccs1)OCC(=O)c1ccco1,-8,0.7,-5.2,7,-5,10,7,-21,-1
O=C(CSc1nc2ccccc2s1)N1CCOCC1,4,-0.5,-0.9,4,21,11,6,34,0
C/C(=N/NC(=O)c1cccs1)c1ccco1,-4,1.0,-0.3,-29,9,5,26,-13,-1
CC(=O)Nc1cccc(/C(C)=N/NC(=O)c2ccccc2Cl)c1,-1,0.0,-3.9,-10,-4,8,5,23,0
Cc1ccc(CN2C(=O)CNC2=S)cc1,9,-0.1,0.8,-3,-4,7,15,20,-2
O=C(CN(Cc1ccc(F)cc1)C(=O)c1ccco1)NCc1ccc(F)cc1,5,-0.2,-1.0,-1,14,14,17,-9,-3
CCC(=O)NNC(=O)CCC(=O)Nc1ccc(C)cc1C,6,4.8,0.4,1,·,8,16,12,7
COc1ccc(/C=C/C(=O)C2(O)CCCCC2)cc1,-2,0.6,3.7,-54,5,12,10,-3,-2
Cc1cc(C(=O)CCl)c(C)n1-c1cccc(S(=O)(=O)N2CCOCC2)c1,-3,22,-8.7,-5,5,9,10,103*,3
COCCC(=O)N1CCCC(CCC(=O)NCc2ccc(F)c(F)c2)C1 (stereo not given),-3,3.7,0.3,-6,11,18,1,-24,-3
Cc1ccccc1NC(=S)N(Cc1cccs1)C1CCCCC1,3,-0.3,-1.8,5,8,5,2,33,3
CCOCCOC(=O)C(C)Sc1n[nH]c(=O)[nH]c1=O (stereo not given),0,0.5,1.7,-2,8,7,19,3,1
CC(=O)Oc1c(C)c(OC(C)=O)c2c(c1C(C)=O)OC1CC(=O)C(C(C)=O)=C(O)C21C (stereo not given),0,0.1,-0.3,-4,12,8,-8,-8,2
CCN(Cc1ccccc1)C(=O)COC(=O)c1n[nH]c2ccccc12,4,0.8,-0.6,3,14,16,-15,24,-1
COc1ccc(OC)c(NC(=O)COC(=O)c2ccc(-n3cnnn3)cc2)c1,-8,50,-2.9,-2,0,7,-12,18,3
Nc1nc(SCc2nc3scc(-c4cccs4)c3c(=O)[nH]2)n[nH]1,4,0.2,-0.2,4,14,6,16,78*,-2
COC(=O)c1ccc(COc2ncnc3c(Cl)cc(Cl)cc23)o1,-1,-0.3,1.6,-11,6,0,35,-9,-1
Cn1c(C(O)c2ccccc2F)nc(Cl)c1Cl (stereo not given),5,1.0,48,-4,20,9,2,-8,-2
Oc1cccc2ccc(/C=C/c3c(F)cccc3Cl)nc12,1,7.0,1.5,-13,·,8,18,58,2
CC(C)CC(c1nnnn1Cc1ccc(F)cc1)N1CCC(C(N)=O)CC1 (stereo not given),3,-0.9,1.5,-1,6,2,9,0,-3
COC(=O)CCNc1ccc2c(c1)OCCO2,1,0.0,-0.5,-3,12,-1&13,5,49,3
CN1C[C@@H]2C(c3ccccc3)C3(c4ccc(C#N)cc4)CC2(C3)[C@H]1c1ccccc1 (stereo not given in full),3,-1.3,-3.5,17,9,7,8,44,·
SMILES,FXIa inh,L929 necroptosis,TNF death inh,Tb hexokinase,FXIIa inh 1536,EP2 antag,PPC-1+TRAIL kill,CHOP inhibitor,Wee1 stabilizer
c1ccc(CCNc2ncnc3c2nnn3Cc2ccccc2)cc1,6,-0.1,2.1,-9,10,14,-7,89*,-1
CN1CCN(S(=O)(=O)c2cccc(C(=O)Nc3sc4c(c3C(N)=O)CCCC4)c2)CC1,5,51,-4.8,-22,6,15,7,54,-1
CCN(CCNC(=O)C1CCN(S(=O)(=O)c2c(C)noc2C)CC1)c1ccccc1,-2,0.2,0.5,-7,10,5,5,18,-1
CS(=O)(=O)N(CCc1ccccc1)CC(=O)NCc1ccccc1Cl,-7,0.5,2.2,4,-9,9,-21,10,1
COCCOC(=O)C(C#N)c1nc2ccccc2nc1N1CCN(Cc2ccccc2)CC1 (stereo not given),2,-0.5,0.7,-10,9,10,8,63,2
CCCCN(C(=O)/C=C/c1ccco1)c1c(N)n(CCC)c(=O)[nH]c1=O,-5,2.3,-0.3,-8,4,3,17,29,5
Cc1cc(C(F)(F)F)cc(NNC(=O)NC(=O)c2ccc(Cl)cc2)n1,-2,-0.2,3.0,-12,7,9,1,-2,1
O=C(COC(=O)c1cncc(Br)c1)NC1CC1,6,0.4,0.3,4,23,9,-5,13,-1
COc1ccc(C(CC(=O)N2CCOCC2)c2c(OC)cc(OC)c3ccc(=O)oc23)cc1 (stereo not given),-1,-0.1,0.0,-25,0,13,13,-31,·
Cc1cccc(N2CN(Cc3ccco3)CNC2=S)c1C,2,-0.8,1.5,3,11,0,18,8,-1
CCN(CC)S(=O)(=O)c1cccc(C(=O)Oc2cccnc2)c1,20,0.9,-1.0,6,9,6&16,17,-16,-2
COc1cc2c(C(=O)N3CCN(C)CC3)c(C)oc2cc1Br,-5,-0.2,-1.1,-1,-4,-1,13,-9,-1
CCCC12CN3CC(C)(CN(C1)C3c1cccs1)C2=O (stereo not given),-2,0.9,1.3,-2,3,23,4,2,-2
CCOc1ccc(CC(=O)Nc2nccs2)cc1,12,-0.2,1.3,10,20,2,-5,-1,-1
O=C(O)c1ccccc1SCc1ccc2c(c1)OCO2,-9,1.2,-0.6,3,-1,19,17,20,-2
Cn1c(NCCc2ccccc2)cc(=O)n(C)c1=O,-2,0.6,0.1,1,77*,14,6,9,-1
COc1cc(NC(=O)C2CC2)c(C(=O)O)cc1OC,7,0.3,-0.5,5,15,7,7,18,5
COc1cc(/C=C2\C(=O)N(c3ccc(S(N)(=O)=O)cc3)N=C2C)ccc1OC(=O)c1ccco1,2,0.4,-1.1,-11,10,8,16,5,-1
Cc1ccc(C)c(S(=O)(=O)N2CCN(C(=O)c3cnccn3)CC2)c1,0,0.0,-0.5,-3,12,12,15,7,0
Cc1nn(C)c(C)c1NC(=O)Nc1cccc(C(F)(F)F)c1,-8,0.2,-1.1,4,2,1,-22,-14,2
CCOC(=O)c1c(NC(=O)C2CCCN(S(=O)(=O)c3ccc(C)cc3)C2)sc2c1CCCC2 (stereo not given),-10,4.3,3.1,-21,1,9,14,31,-2
CCOC(=O)c1nn(-c2ccccc2F)c2nc(Nc3ccccc3)cc(=O)n12,-4,0.5,1.4,-5,3,13,16,18,-4
Cc1ccccc1NC(=O)C1CC(=O)N(c2ccccc2F)C1 (stereo not given),11,0.2,1.6,3,15,8,10,13,0
N/C(=N\c1nc(CSc2nc3ccccc3s2)cc(=O)[nH]1)Nc1ccc(F)cc1,-7,0.6,1.8,-12,0,5,-5,99*,-1
CC(C)(C)n1nc2c(c1NC(=O)c1cc3ccccc3o1)CSC2,-4,0.6,2.7,-4,2,6,-13,16,-2

# Records listed so far printed as active in FXIIa inh 1536.
smiles	FXIa inh	Tb hexokinase	FXIIa inh 1536	CHOP inhibitor	Wee1 stabilizer
Cn1c(NCCc2ccccc2)cc(=O)n(C)c1=O	-2	1	77*	9	-1
